GDH-TPI inh: GDH-TPI coupling enzyme inhibitors, primary screen, artefact control for M. tuberculosis FBA inhibitor project, biochemical, absorbance, full deck. GDH-TPI coupled enzyme counterscreen, NADH absorbance. inhibition, % at 4.8 µM. 360,000 compounds, 1.2% hits; in the data active means inhibition above about 30%;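 further: 0% = DMSO wells and 100% = wells lacking the enzyme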
BoNT-F LC inh: BoNT/F light chain protease inhibitors, primary screen, biochemical, flow cytometry, MLPCN library. Multiplex microsphere protease cleavage assay. inhibition, % at 10 µM. 360,000 compounds, 0.22% hits; in the data active means inhibition above about 35%, passing the limit was not always enough; inconclusive means no clear call, values can overlap the other calls; further: plate controls were buffer without enzyme for full effect and enzyme alone for no effect
MazEF act: activators of E. coli MazEF toxin-antitoxin RNase, primary screen, biochemical, fluorescence, uHTS; Endoribonuclease toxin MazF (Escherichia coli (strain K12)), P0AE70; 350,000 compounds, 0.32% hits; FAM/BHQ RNA-DNA oligo cleavage fluorescence, 5 h; activation, % at 20 µM; in the data active means activation above about 50%
Target sequence (P0AE70 whole entry, looked up): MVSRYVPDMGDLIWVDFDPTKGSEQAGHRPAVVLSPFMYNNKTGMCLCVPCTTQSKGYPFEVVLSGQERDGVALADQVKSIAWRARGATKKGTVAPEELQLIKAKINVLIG
FadD28 binding: inhibitors of FadD28 bisubstrate probe binding, primary screen, biochemical, fluorescence polarization, single point. Mycobacterium tuberculosis FadD28 fatty-acid-AMP ligase. inhibition, % at 12.5 µM. 360,000 compounds, 0.22% hits; in the data active means inhibition above about 8.5%, passing the limit was not always enough; inconclusive means no clear call, values can overlap the other calls
Rv3671c inh: Rv3671c serine protease inhibitors, primary screen, biochemical, fluorescence polarization, M. tuberculosis H37Rv; inhibition, % at 5.96 µM; AID 2606, 2010; P9WHR9; 320,000 compounds, 0.048% hits; in the data active means inhibition above about 38%;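 further: extracellular domain of Rv3671c used as enzyme; 0% = enzyme with DMSO and 100% = no enzyme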
UGM FP inh: M. tuberculosis UGM enzyme inhibitors, primary screen, biochemical, fluorescence polarization, single point; AID 504406, 2011; purified UGM, fluorescence polarization probe displacement; inhibition, % at 10 µM; UDP-galactopyranose mutase (Mycobacterium tuberculosis (strain ATCC 25618 / H37Rv)), …; 320,000 compounds, 0.06% hits; in the data active means inhibition above about 10%, passing the limit was not always enough; inconclusive means no clear call, values can overlap the other calls
Target sequence (P9WIQ1 whole entry, looked up): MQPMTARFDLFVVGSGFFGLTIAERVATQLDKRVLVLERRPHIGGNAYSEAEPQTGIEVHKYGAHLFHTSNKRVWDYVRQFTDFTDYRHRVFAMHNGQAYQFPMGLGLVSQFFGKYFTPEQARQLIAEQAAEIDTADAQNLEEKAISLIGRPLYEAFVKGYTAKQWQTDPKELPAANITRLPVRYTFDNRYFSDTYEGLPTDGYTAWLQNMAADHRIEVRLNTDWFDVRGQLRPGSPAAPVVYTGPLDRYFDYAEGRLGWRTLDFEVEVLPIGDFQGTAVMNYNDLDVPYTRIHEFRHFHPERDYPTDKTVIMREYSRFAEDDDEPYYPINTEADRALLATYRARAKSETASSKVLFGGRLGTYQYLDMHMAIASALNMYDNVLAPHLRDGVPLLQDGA
Mtb FBA inh: Mtb FBA enzyme inhibitors, primary screen, biochemical, fluorescence, strain H37Rv | AID 588726, 2011 | Fructose-bisphosphate aldolase (Mycobacterium tuberculosis (strain ATCC 25618 / H37Rv)), … | 360,000 compounds, 2.3% hits | inhibition, % at 1 µM | purified M. tuberculosis FBA, fluorescence read-out; in the data active means inhibition above about 27%;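 further: 0% = vehicle and 100% = reference inhibitor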
Target sequence (P9WQA3 whole entry, looked up): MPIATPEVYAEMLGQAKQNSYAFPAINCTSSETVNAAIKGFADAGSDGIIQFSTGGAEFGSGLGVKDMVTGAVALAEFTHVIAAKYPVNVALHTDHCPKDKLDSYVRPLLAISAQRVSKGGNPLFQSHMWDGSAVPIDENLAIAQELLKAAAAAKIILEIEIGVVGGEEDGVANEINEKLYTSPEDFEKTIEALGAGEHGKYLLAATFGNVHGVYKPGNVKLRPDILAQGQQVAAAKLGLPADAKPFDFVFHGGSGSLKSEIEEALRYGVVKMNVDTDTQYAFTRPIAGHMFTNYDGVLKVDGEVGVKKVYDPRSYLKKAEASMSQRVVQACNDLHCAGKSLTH
Mtb BioA inh: M. tuberculosis BioA enzyme inhibitors, primary screen, biochemical, plate reader, single point, HTS. purified M. tuberculosis BioA enzyme. 360,000 compounds, 0.096% hits. inhibition, % at 9.99 µM; in the data active means inhibition above about 40%; inconclusive means no clear call, values can overlap the other calls
PrPC surface inh: inhibitors of human cell surface prion protein PrPC, primary screen, cell-based, TR-FRET; Major prion protein (Homo sapiens), P04156; TR-FRET read-out; inhibition, % at 13.8 µM; 370,000 compounds, 0.43% hits; AID 720596, 2013; in the data active means inhibition above about 24%; further: 0% = median of the test wells and 100% = reference compound wells
The depositor's hits bear a star; ? = inconclusive; . = no result given; & = joins results of further samples. Compounds as they come; about 4.8% have a hit in one of these screens.

nr	structure	GDH-TPI inh	BoNT-F LC inh	MazEF act	FadD28 binding	Rv3671c inh	UGM FP inh	Mtb FBA inh	Mtb BioA inh	PrPC surface inh
1	CCc1ccc(-c2cc(C(=O)N/N=C/c3ccco3)[nH]n2)cc1	7	2	-16	-11	-8	-0.6	2	.	10
2	Cc1nc2nc[nH]n2c(=O)c1NC(=O)CC12CC3CC(CC(C3)C1)C2	-10&-7	-13&5	-1&-7	3.1&-2.7	1&1	-1.3	12&-4	0.6&3.5	1&2
3	COc1ccc(-c2csc(N3CCN(c4cc(C)nc5ccccc45)CC3)n2)cc1OC	-11	1	-24	2.9	7	-0.5	2	-0.5	5
4	O=S(=O)(NCc1ccco1)c1ccc2c(c1)Cc1ccccc1-2	6	1	3	-1.3	-10	2.7	5	.	-4
5	CCOC(=O)c1c(C)[nH]c(C)c1C(=O)COC(=O)CNC(=O)C1CCCCC1	6	-2	2	-3.0	5	-0.7	2	.	3
6	O=C(O)c1nc(N2CCOCC2)nc(N2CCOCC2)n1	1	-6	-3	0.4	2	-1.5	-1	-0.1	-2
7	COc1cc(CN2CCN(Cc3ccccc3C(F)(F)F)CC2)cc(OC)c1OC	2	-16	-5	-1.0	-2	1.2	1	-0.5	-4
8	Cc1ccc(S(=O)(=O)/C(=C/Cl)NC(=O)c2ccccc2)cc1	1	-4	3	-2.8	7	-0.9	1	.	-3
9	CN(C)C(=O)COC(=O)/C=C/c1cn(-c2ccccc2)nc1-c1cccs1	-2	3	11	-7.2	-12	-2.0	9	.	7
10	Cc1cc(Cl)ccc1OCC(=O)NCCOc1nc(N2CCCCC2)nc(N2CCOCC2)n1	6	-18	1	-1.2	8	.	10	-0.8	0
11	COc1ccc(S(=O)(=O)NC2CC(=O)N(c3ccc(C)c(C)c3)C2)cc1 (stereo unspecified)	7	-1	3	-0.7	-3	-0.2	3	.	8
12	Cc1ccc(S(=O)(=O)N2[C@@H](c3cccc(Cl)c3)C(C(=O)O)=CC[C@H]2c2cccs2)cc1	-3	-4	-4	1.3	-5	-0.9	-2	0.5	6
13	O=C(CNC(=O)c1cccc(Br)c1)N/N=C/c1cccs1	25	?	2	-0.5	-4	3.8	-3	3.0	2
14	COc1cc(C(=O)OCC(=O)Nc2cccc(S(=O)(=O)N3CCOCC3)c2)ccc1OCC(C)C	-1	3	-4	-4.1	-2	-0.3	-2	.	3
15	C[C@@H]1CN([C@@H](C)CO)S(=O)(=O)c2ccc(C#CC3CCCCC3)cc2O[C@@H]1CN(C)Cc1cccnc1	-2	-2	2	-5.7	.	.	-3	-0.7&-3.7&-0.4	5
16	COc1cccc(CNC(=O)CCNS(=O)(=O)c2cccs2)c1	-1	2	-5	-3.2	3	-0.5	0	0.1	1
17	CCOC(=O)c1cc(C(=O)Nc2ccccc2F)nn1C	3	4	-4	1.8	1	3.9	-1	0.8	0
18	COc1ccccc1NC(=O)c1ccc(-c2ccc(Br)cc2)o1	21	-8	-7	0.8	-12	-0.7	6	.	12
19	CC(C)C(=O)Nc1ccccc1-c1nc2ccccc2[nH]c1=O	-1	7	10	-1.6	8	-1.7	0	-1.1	-2
20	NS(=O)(=O)c1ccc(Sc2ccc3ccccc3c2)nc1	18	7	11	-2.5	-10	0.5	-1	-1.2	13
21	N#Cc1cnn(-c2cc(Cl)ccc2Cl)c1N	6	0	-5	-3.8	.	.	0	-0.3	-5
22	COC(=O)c1ccccc1NC(=O)CN(c1ccc(C)cc1)S(C)(=O)=O	6	?	6	-1.7	0	-1.1	-1	1.2	6
23	CCCN(CC(=O)Nc1ccccc1C)C(=O)c1ccc(N2CCCC(C)C2)c([N+](=O)[O-])c1 (stereo unspecified)	1	-8	1	-1.8	.	.	-1	-0.7	-19
24	COc1ccc(NC(=O)CCC(=O)OC(C(=O)c2ccccc2)c2ccccc2)cc1 (stereo unspecified)	-12	0	0	-4.5	2	-0.3	0	-1.5	5
25	Cc1nn(C(C)C(=O)NCc2cccs2)c(C)c1[N+](=O)[O-] (stereo unspecified)	-4	-1	5	-4.1	4	1.6	4	.	1
26	COCCn1nnnc1CN1CCN(c2cccc(C(F)(F)F)c2)CC1	-5	-9	3	-4.7	-1	4.0	191*	2.6	-8
27	COc1ccc(OCc2cc(C(=O)NC3CCOC(C)(C)C3)no2)c2ccccc12 (stereo unspecified)	7	2	.	-2.3	-30	-0.8	7	1.0	-9
28	C=CCN1C(=O)/C(=C/c2cccs2)C(=O)NC1=S	9	-1	8	1.6	-10	2.2	-2	.	8
29	C=CCn1c(SCC(=O)N2CCCC2)nc2c([nH]c3ccccc32)c1=O	15	3	-10	0.4	-7	-0.1	-1	-0.8	-2
30	Cc1cc(OCc2nn[nH]n2)c2c3c(c(=O)oc2c1)CCCC3	10	2	2	-4.4	-10	-0.7	84*	.	1
31	O=C(NC(c1ccc(Cl)cc1)c1c(O)ccc2ccccc12)c1ccccc1 (stereo unspecified)	12	-19	-4	1.1	-58	-1.4	-1	-1.7	3
32	COc1ccc(C)cc1NC(=O)c1c(C)nn(Cc2ccccc2)c1Cl	-3	0	-5	-5.0	-5	-0.4	-6	.	10
33	COC(=O)c1ccccc1OCCN1CCCCCC1	7	-5	1	1.9	1	-0.4	-4	.	-2
34	CC(C)C[C@H](NC(=O)c1nc[nH]c1C(=O)NCc1ccccc1)C(=O)OC(C)(C)C	-13	-4	0	-5.4	-8	-0.7	1	-0.9	5
35	CCS(=O)(=O)NCC(c1cccnc1)N1CCN(c2ccc(F)cc2)CC1 (stereo unspecified)	-15	-4	0	-2.1	-1	3.6	4	.	-1
36	c1ccc(-c2nc(N3CCOCC3)sc2-c2ccccc2)cc1	1	-17	2	.	6	-0.5	3	.	-1
37	CN1C(=O)SC(Nc2cccc3ccccc23)C1=O (stereo unspecified)	-7	-14	3	-0.9	7	0.8	5	1.0	-6
38	COc1ccc(S(=O)(=O)N2CCN(CC(=O)N3CCNC3=O)CC2)cc1OC	-6	2	-57	-2.9	.	.	0	0.5	1
39	N#CCCn1[nH]c(-c2ccccc2)cc1=O	-11	-13	2	-3.5	-169	1.9	0	0.5	-5
40	COc1ccc(-c2csc(NC(=O)CSc3n[nH]c(C)n3)n2)cc1	19	-2	-24	-1.8	-12	1.2	-4	-1.0	1
41	COc1ccc2c(CC(=O)Nc3nccs3)coc2c1	-7	-4	-7	-6.2	-8	1.8	-1	.	0
42	Cc1cc(C)cc(NC(=O)Nc2cccnc2)c1	6	-12	8	-4.3	.	-1.6	-2	2.4	-4
43	CC1(C(=O)NS(=O)(=O)c2ccccc2Cl)CCN1C(=O)CC1CCCC1 (stereo unspecified)	0	3	.	0.5	.	.	6	-1.7	5
44	CCOC(=O)CSc1nc(C(C)C)nc2sc(C)c(C)c12	-2	1	-1	-1.5	3	-1.3	-2	.	6
45	Cc1nonc1CC(=O)N1CCCC(C(=O)c2ccc(Cl)cc2)C1 (stereo unspecified)	2	-4	4	-3.7	-7	5.3	-1	.	3
46	CC1CC1C(=O)N(CCC1=CCCCC1)c1c(N)n(Cc2ccccc2)c(=O)[nH]c1=O (stereo unspecified)	0	-12	1	-0.9	-1	0.1	0	.	1
47	CC(CCC(C)OC(=O)c1ccccc1C(=O)O)OC(=O)c1ccccc1C(=O)O (stereo unspecified)	1	15	11	-1.0	-7	5.9	4	0.3	3
48	COc1cc(NC(=O)c2ccc3c(c2)OCCO3)ccc1NC(=O)c1cccs1	6	4	8	-1.2	-2	-0.2	-2	.	-16
49	Cc1ccc(C)c(S(=O)(=O)N2CCN(C(=O)CCC(=O)NCc3ccc(Cl)cc3)CC2)c1	-1	.	4	-2.5	-6	1.1	5	2.9	-4
50	COc1ccccc1CNC(=O)C(Cc1ccccc1)NC(=O)c1ccccc1 (stereo unspecified)	-5	2	3	-3.2	1	0.8	2	-0.7	3
51	O=C(CNC(=O)c1ccc2c(c1)OCO2)NCc1cccs1	-3	-6	4	0.5	3	0.0	0	0.0	9
52	O=S(=O)(/C=C/c1ccccc1)N1CCN(Cc2ccc3c(c2)OCO3)CC1	3	2	1	0.1	-6	1.3	2	.	7
53	Cc1ccc(S(=O)(=O)CCc2nc3ccccc3s2)cc1C	-2	-7	4	-0.3	0	-1.5	2	0.1	6
54	NS(=O)(=O)c1cccc(NC(=O)c2cc3ccccc3o2)c1	0	-8	2	-1.2	0	-1.9	-1	.	-23
55	COCCSc1nnc(NC(=O)Cc2ccc(OC)c(OC)c2)s1	-2	0	-16	0.6	-3	-4.3	0	6.4	-3
56	CCc1nc2ccc(C(=O)N3CCN(C(C)=O)CC3)cn2c1N(CC)C(=O)NCCc1ccccc1	0	-2	.	-0.5	.	.	4	-0.4	-2
57	O=C(O)CCCC(=O)N1CCN(c2nc(-c3ccccc3Cl)c3cc(Br)ccc3n2)CC1	6	7	1	-6.7	0	0.6	-2	3.7	9
58	CCc1ccc(C(=O)CN2C(=O)NC3(CCOc4ccccc43)C2=O)s1 (stereo unspecified)	11	0	0	1.2	2	2.2	-2	0.3	3
59	O=C(Nc1ccc(N2CCOCC2)c(S(=O)(=O)Nc2cc(Cl)ccc2Cl)c1)c1cccnc1	-2	0	9	-2.5	-9	0.2	6	19	4
60	COc1cc(CC(=O)NCC2CCCCC2)cc(OC)c1OC	-8	-16	3	-0.2	-6	1.3	1	1.4	-1

(listing goes on)
nr	structure	GDH-TPI inh	BoNT-F LC inh	MazEF act	FadD28 binding	Rv3671c inh	UGM FP inh	Mtb FBA inh	Mtb BioA inh	PrPC surface inh
61	Oc1ccc(C[C@H]2CNCCN2CC2CCCCC2)cc1	4	-7	5	-5.0	-1	-1.4	0	-1.1	7
62	COC(=O)c1cc(=O)n2c(sc3ccccc32)c1C#N	2	2	10	1.3	1	0.2	24	.	-4
63	CC1CCCN(CC(O)COCc2ccc3c(c2)OCO3)C1 (stereo unspecified)	1	0	4	-2.4	-6	0.1	4	-2.5	6
64	CC1Cc2ccccc2N1C(=O)Cn1cnc2c1c(=O)n(C)c(=O)n2C (stereo unspecified)	10	10	-2	-5.7	-16	1.0	-3	-0.2	4
65	O=C(Nc1ccc(N2CCN(C(=O)c3cccs3)CC2)cc1)c1ccccc1Cl	9	-29	-9	0.5	11	0.6	1	-5.8	0
66	COc1cc(N2CCCC2)c(OC)cc1/C=C(/C#N)c1cccc(F)c1	14	48*	-397	0.4	-1	3.3	8	-1.7	.
67	CCOc1cccc(-c2nnc3sc(COc4ccc(Cl)cc4)nn23)c1	-4	-19	-41	-2.5	0	3.5	3	-1.7	-1
68	C/C(CC(=O)NCCCN1CCOCC1)=N\NC(=O)COc1cccc2ccccc12	-1	11	-2	-1.5	-1	.	1	3.5	1
69	CCCCn1c(N)c(N(CC)C(=O)c2cc(Br)ccc2Cl)c(=O)[nH]c1=O	7	3	-4	-1.7	-2	-1.4	5	.	4
70	Cc1cc2nc(-c3ccc(SCc4ccccn4)nc3)[nH]c2cc1C	38*	-5	-5	-8.4	-19	0.1	41*	-1.6	5
71	COc1ccccc1CNC(=O)CCNS(=O)(=O)c1ccc2[nH]c(=O)oc2c1	9	-6	1	0.2	0	-2.4	2	-8.4	2
72	CO/N=C/NC(=O)C1=NOC(CNc2ncc(C(F)(F)F)cc2Cl)C1 (stereo unspecified)	-9	-14	2	-1.8	-4	0.7	2	.	0

2 entries from above, as labelled records.
66. COc1cc(N2CCCC2)c(OC)cc1/C=C(/C#N)c1cccc(F)c1
  GDH-TPI inh: 14	BoNT-F LC inh: 48*	MazEF act: -397	FadD28 binding: 0.4	Rv3671c inh: -1	UGM FP inh: 3.3	Mtb FBA inh: 8	Mtb BioA inh: -1.7	PrPC surface inh: .

61. Oc1ccc(C[C@H]2CNCCN2CC2CCCCC2)cc1
  GDH-TPI inh: 4	BoNT-F LC inh: -7	MazEF act: 5	FadD28 binding: -5.0	Rv3671c inh: -1	UGM FP inh: -1.4	Mtb FBA inh: 0	Mtb BioA inh: -1.1	PrPC surface inh: 7

Assay outcomes: PubChem BioAssay, several laboratories
